Caspase-1 inhib: qHTS Assay for Allosteric/Competitive Inhibitors of Caspase-1 | Potency, µM (series often up to 57.5 µM), inactives show at the top dose activity change, negative = inhibition, most hits filed as inhibitors | P29466 | 0.03% of 75,000 active | Caspase-1 enzyme, Ac-WEHD-AFC fluorogenic rate | AID 900, 2007;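 also: potency is read from the fitted curve at half-maximal effect; plate controls were vehicle for no effect and no substrate for full effect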
CRE-bla Fsk: Cell signaling CRE-BLA (Fsk stim) | CHO CRE-bla reporter (cAMP response element driving beta-lactamase), forskolin EC10, beta-lactamase ratio | Potency, µM (doses to about 38.2 µM), inactives show at the highest dose activity change, negative = inhibition, most hits filed as activators | 2.5% of 71,000 active | AID 662, 2007; active = well fitted activation curve with a large enough effect in the signal ratio, with a control signal flat, not every such curve was filed as active; inconclusive = small, poorly fitted or top-dose-only effect, or effect the other way, or a change in a side signal; the % refers to the signal ratio; also: potency is read from the fitted curve at half-maximal effect; % of control where 0% means no effect
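Forskolin analogue NKH 477 at EC10 stimulated CRE-driven beta-lactamase in CHO cells alongside compound dilution series. Beta-lactamase was measured with CCF4, excitation 405 nm, emission ratio 460/530 nm.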
FLuc inh: qHTS Assay for Inhibitors of Firefly Luciferase; Luciferin 4-monooxygenase (Photinus pyralis), P08659; purified firefly luciferase, luminescence, 8 min; Potency, µM (titrated, usually from 57.1 µM), without a hit: at the highest dose activity change, negative = inhibition, hits mostly inhibitors; 2.2% of 72,000 active; AID 411, 2009; also: potency is read from the fitted curve at half-maximal effect; % is scaled to controls: 0 for no effect and ±100 for the full control effect; nearly all actives have a fitted effect of over 40% in size
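Titration-based qHTS; buffer 50 mM imidazole pH 7.2, 50 mM KCl, 7 mM MgCl2, 10 uM ATP, 0.01% Tween 20, 0.05% BSA; luciferase/luciferin detector mix added after compound; 8 min, ambient; luminescence.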
ERK AVP block: qHTS Assay for Inhibitors of the ERK Signaling Pathway using a Homogeneous Screening Assay | HEK293-V1b, vasopressin-stimulated pERK AlphaScreen | Potency, µM (top dose mostly 57.5 µM), without a hit: top-dose activity, negative = inhibition, actives largely listed as inhibitors | 0.99% of 72,000 active; also: potency is read from the fitted curve at half-maximal effect; % is scaled to controls: 0 for no effect and ±100 for the full control effect; nearly all actives have a fitted effect of over 55% in size
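qHTS, compounds titrated on V1b-expressing HEK293 cells. Preincubation 30 min at 37C, vasopressin 25 nM for 5 min, lysis 10 min, bead incubation 5 hr at room temperature.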
USP2a inhib: qHTS Assay for Inhibitors of Ubiquitin-specific Protease USP2a; Ubiquitin carboxyl-terminal hydrolase 2 (Homo sapiens), O75604; USP2a enzymatic assay, qHTS inhibition; Potency, µM (top dose mostly 38.3 µM), inactives show at the highest dose activity change, negative = inhibition, hits mostly inhibitors; 0.1% of 60,000 active;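 also: potency is read from the fitted curve at half-maximal effect; nearly all actives have a fitted effect of over 60% in size; plate controls were DMSO for no effect and NEM full inhibition control for full effect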
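Inhibition is measured in a cell-free coupled assay with 20 nM USP2 core, 20 nM Ub-PLA2 and 20 uM NBD C6-HPC, 2.5 h incubation. Activity normalized to NEM control.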
A350 autofl: qHTS Assay for Spectroscopic Profiling in A350 Spectral Region; Compound autofluorescence, 340/450 nm, Alexa 350 dye-equivalents; active compounds read high; max dye-equivalent concentration, M; 11% of 59,000 active; AID 590, 2007; in the data active = max dye-equivalent concentration above about 10 nM; inconclusive = mostly about 1.1 nM to 9.6 nM
Casp7 inh: qHTS Assay for Allosteric/Competitive Inhibitors of Caspase-7; P55210; recombinant caspase-7, Ac-DEVD-AFC fluorescence rate; Potency, µM (titrated, usually from 57.5 µM), for the others: at the top dose activity change, negative = inhibition, most hits filed as inhibitors; 0.02% of 75,000 active; active = well fitted inhibition curve with a large enough effect in the main read-out, with a control signal flat, not every such curve was filed as active; inconclusive = small, poorly fitted or top-dose-only effect, or a change in a side signal; also: potency is read from the fitted curve at half-maximal effect; % of control where 0% means no effect
BRCT inh green: qHTS Assay for Inhibitors of BRCT-Phosphoprotein Interaction (Green Fluorophore); Breast cancer type 1 susceptibility protein (Homo sapiens), P38398; BRCA1 BRCT-phosphopeptide binding, green fluorescence polarization; Potency, µM (titrated, usually from 76.9 µM), for inactives: top-dose activity change, negative = inhibition, usual class: inhibitors; 0.05% of 75,000 active; AID 875, 2007;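 also: potency is read from the fitted curve at half-maximal effect; plate controls were peptide without protein for full effect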
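Fluorescence polarization: His-tagged BRCT (~35 kDa BRCA1 C-terminus, 250 nM) bound to 100 nM fluorescein-labeled phosphorylated 10-aa BACH1 peptide, pH 7.3 phosphate buffer with DTT and Tween 20. Compounds incubated 12 min at room temperature; inhibition read as lowered polarization.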
Tau filament bind: qHTS Assay for Tau Filament Binding. Microtubule-associated protein tau (Homo sapiens), P10636. recombinant tau filaments, thioflavin S fluorescence, 15 h; filaments grown with octadecylsulfate alongside compound. Potency, µM (doses to about 57.1 µM), for the others: at the highest dose activity change, negative = inhibition. 2% of 71,000 active. AID 596, 2007;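 also: potency is read from the fitted curve at half-maximal effect; % is scaled to controls: 0 for no effect and ±100 for the full control effect; actives lower thioflavin S fluorescence by blocking filaments or displacing dye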
Target sequence (P10636 whole entry, looked up): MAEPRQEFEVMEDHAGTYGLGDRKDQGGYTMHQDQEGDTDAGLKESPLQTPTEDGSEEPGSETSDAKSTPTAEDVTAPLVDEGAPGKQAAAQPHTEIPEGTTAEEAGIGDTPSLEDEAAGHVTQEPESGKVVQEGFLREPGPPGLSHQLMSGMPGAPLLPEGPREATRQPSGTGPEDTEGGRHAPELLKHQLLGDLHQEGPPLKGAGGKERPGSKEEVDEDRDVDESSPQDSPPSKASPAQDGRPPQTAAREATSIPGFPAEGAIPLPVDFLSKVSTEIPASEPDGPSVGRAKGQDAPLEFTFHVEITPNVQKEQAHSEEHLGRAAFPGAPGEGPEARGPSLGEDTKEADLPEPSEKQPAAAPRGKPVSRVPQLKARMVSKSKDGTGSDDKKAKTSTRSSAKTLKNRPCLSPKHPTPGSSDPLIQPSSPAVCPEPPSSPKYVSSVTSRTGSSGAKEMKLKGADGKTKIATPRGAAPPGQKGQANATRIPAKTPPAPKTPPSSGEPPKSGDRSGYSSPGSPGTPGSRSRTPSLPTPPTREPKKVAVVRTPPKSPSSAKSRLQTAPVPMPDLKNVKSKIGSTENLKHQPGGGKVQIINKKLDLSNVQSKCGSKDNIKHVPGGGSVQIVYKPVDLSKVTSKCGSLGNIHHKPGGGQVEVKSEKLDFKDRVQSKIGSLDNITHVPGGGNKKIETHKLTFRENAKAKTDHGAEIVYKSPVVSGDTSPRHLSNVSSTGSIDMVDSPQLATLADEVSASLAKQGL
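Assay mix: 1 uM His-tagged tau, 30 uM sodium octadecylsulfate, thioflavine S dye in HEPES/NaCl/DTT buffer. Compound is added prior to the inducer. Fluorescence after 15 h at 37 C.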
BRCT inh red: qHTS Assay for Inhibitors of BRCT-Phosphoprotein Interaction (Red Fluorophore). Breast cancer type 1 susceptibility protein (Homo sapiens), P38398. BRCT-phosphopeptide binding, red fluorescence polarization. Potency, µM (highest dose often 76.9 µM), inactives show at the highest dose activity change, negative = inhibition, actives largely listed as inhibitors. 0.03% of 75,000 active. AID 892, 2007; also: % is scaled to controls: 0 for no effect and ±100 for the full control effect
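Fluorescence polarization: 100 nM His-tagged BRCA1 BRCT with 100 nM TAMRA-labelled phospho-BACH1 decapeptide, phosphate buffer pH 7.3 with 150 mM NaCl, DTT, 0.01% Tween 20; 12 min RT. Binding inhibition seen as FP decrease.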
HEK293 cAMP ctrl: qHTS Assay for Agonists of the Thyroid Stimulating Hormone Receptor: Activators of Intracellular cAMP Concentrations in Parental HEK 293; parental HEK293 CNG cAMP sensor, membrane potential fluorescence; Potency, µM (doses to about 57.1 µM), for inactives: top-dose activation, hits mostly activators; 2.5% of 73,000 active; AID 938, 2007; also: potency is read from the fitted curve at half-maximal effect; % of control where 0% means no effect; nearly all actives have a fitted effect of over 55% in size
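Parental HEK 293 cells stably expressing a modified CNG channel (no TSHR) report cAMP rise as membrane depolarization. Membrane potential dye with 100 uM RO 20-1724 was loaded for 60 min at room temperature, then compound added for 30 min; fluorescence read at 590 nm.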
Active calls of the source: *; i = inactive; ? = inconclusive; . = not tested or not shown; [ ] = dose if it differs, or a comment. Unless noted, calls follow the shape of the dose curve; as a rule, active = well fitted curve in the direction sought with a large enough effect; inconclusive = small, poorly fitted or top-dose-only effect, or another doubt; inactive = no such curve, though single readings can be large; an effect the other way counts as inactive or inconclusive.

SMILES	Caspase-1 inhib	CRE-bla Fsk	FLuc inh	ERK AVP block	USP2a inhib	A350 autofl	Casp7 inh	BRCT inh green	Tau filament bind	BRCT inh red	HEK293 cAMP ctrl
CC1CCCC(C)N1C(=O)Cn1c(SCC(=O)NCc2ccc3c(c2)OCO3)nc2ccccc21 (stereo unspecified)	1%	?	1%	-8%	15%	i	5%	1.1%	2%	-2.3%	16µM*
C#CCCCO/N=C1/[C@H]2O[C@@H]2[C@@H](O)[C@H]2[C@H]1CCn1c(=O)n(Cc3cc4c(cc3Cl)OCO4)c(=O)n12	0%[11.5 µM]	.	0%[11.4 µM]	6%[11.5 µM]	.	.	-1%[11.5 µM]	-1.3%[15.4 µM]	.	2.8%[15.4 µM]	0%[11.4 µM]
COc1ccccc1CNC(=O)c1cnc2sccn2c1=O	-3%	?	3%	.	.	.	1%	2.1%	2%	-1.5%	3%
Cc1csc2nc(CSc3nc4ccccc4o3)c(Br)n12	-6%	2.5µM*	-25%	-15%	0%	1.1e-08M*	-4%	1.9%	25%	0.8%	25µM*
Cc1ccc(S(=O)(=O)c2nc(-c3cccs3)oc2SCC(N)=O)cc1	1%	-7%	3%	9%	31%[activator]	i	-10%	3.9%	-21%	0.2%	-3%
Cc1cccc(Nc2nc(N)nc(CN3CCN(c4ccccc4F)CC3)n2)c1	-1%	-20%	0%	-5%	40%[activator]	i	-1%	-0.7%	-4%	1.3%	10%
CC(C)NC(=O)CCCc1cn(C)c2ccccc12	-1%	-6%	2%	-4%	-5%	?	-1%	-0.8%	-4%	0.7%	10%
CCN1CCN(C(=O)c2ccc3c(=O)n(CCC4=CCCCC4)c(=O)[nH]c3c2)CC1	-1%	?	3%	16%	15%	?	-1%	-1.3%	3%	1.7%	6%
Cc1ccc(C)c(NC(=O)CSc2nnc([C@@H]3CCCN3C(=O)OC(C)(C)C)o2)c1	-1%	?	2%	-22%	19%	i	-1%	-3.1%	-8%	-3.1%	?
CC(=O)OC(C(=O)NCc1ccco1)c1ccncc1 (stereo unspecified)	-2%	5%	4%	-7%	?	i	-1%	-0.5%	-1%	1.0%	0%
O=C1CC(N2CCN(Cc3ccc4c(c3)OCO4)CC2)C(=O)N1CCc1ccccc1 (stereo unspecified)	-1%	-6%	2%	-1%	7%	.	-3%	-1.0%	-13%	1.6%	21%
O=C(CCC1CCCC1)Nc1ccon1	1%	-12%	-1%	3%	3%	i	0%	-2.1%	2%	-0.2%	14%
CC/C=C\C[C@H]1C(=O)CC[C@@H]1CC(=O)O	0%	-16%	1%[11.4 µM]	18%	.	i	0%	-1.3%	-30%	-2.3%	13%
O=C(NCc1ccco1)c1ccccc1NS(=O)(=O)c1cccs1	-3%	-10%	0%	-8%	19%	i	-6%	0.0%	-6%	0.4%	18%
Clc1cccc(Cl)c1Cn1cnc2c(N3CCCCCC3)ncnc21	-1%	2µM*	1%	-1%	2%	?	-1%	4.6%	3%	-0.1%	?
Cc1ccsc1C(=O)OCC(=O)NCC1CCCO1 (stereo unspecified)	0%	?	3%	-3%	-3%	i	0%	-3.3%	-13%	1.2%	3%
O=C1c2ccccc2C2NC(=O)C3(CCCCC3)N12 (stereo unspecified)	1%	-7%	-5%	-7%	-7%	i	-1%	1.4%	-6%	-0.1%	3%
O=C(O)c1nn(-c2ccc(Cl)cc2)ccc1=O	2%	-2%	2%	-12%	-9%	i	5%	1.3%	1%	0.3%	27%
Cn1c(C(=O)N2CCC(C(=O)N3CCOCC3)CC2)cc2sccc21	0%	0%	1%	-10%	.	.	1%	-2.4%	-7%	-0.2%	?
CC(=O)c1cccc(NC(=O)CN(c2ccccc2)S(C)(=O)=O)c1	1%	2%	2%	-4%	.	i	1%	0.1%	7%	-0.3%	?
Nc1nc2c(nc(Br)n2C2CC(O)C(CO)O2)c(=O)[nH]1 (stereo unspecified)	-11%	.	.	8%	0%	.	1%	-0.2%	.	1.3%	.
Cc1cccc(N(CC(=O)NC2CCCC2)C(=O)CS(=O)CC(=O)Nc2ccc3c(c2)OCO3)c1 (stereo unspecified)	2%	-4%	1%	6%	65%[activator]	i	-2%	1.1%	-14%	-1.2%	7%
COC(=O)CN1CCN(C(c2ccccc2)c2ccccc2)CC1	-1%	-10%	-1%	-1%	6%	i	0%	-0.8%	-15%	0.1%	2%
CCC1CCCCN1CCCNC(=O)c1cn(CC(C)C)c(=O)c2cc(OC)c(OC)cc12 (stereo unspecified)	-1%	?	1%	-12%	7%	i	-1%	0.2%	4%	-1.6%	-1%
CC1Cc2ccccc2N1C(=O)CSc1nnc(-c2ccc(S(=O)(=O)N3CCCCC3)cc2)o1 (stereo unspecified)	1%	-5%	?	15%	-5%	i	-1%	-1.9%	7%	0.7%	-4%
COc1ccc(C2c3c(oc4ccccc4c3=O)C(=O)N2c2ccc(C)cn2)cc1OC (stereo unspecified)	-3%	?	0%	-20%	.	.	-5%	-1.6%	6.3µM*	-2.4%	10%
COC(=O)c1cccc(C23CC4(C2)[C@H](CN(Cc2cccnc2)[C@@H]4c2ccccc2)C3c2ccc(C(F)(F)F)cc2)c1 (stereo partly specified)	-1%	.	.	-11%	.	.	0%	0.4%	.	-3.6%	.
COc1ccccc1N1CCN(C(=O)c2ccncc2)CC1	0%	3%	1%	-13%	-4%	i	-3%	-2.2%	8%	0.6%	3%
Cc1cc(C)n(-c2nc3c(c(=O)[nH]c(=O)n3C)n2Cc2ccccc2)n1	0%	7%	-2%	-22%	4%	i	0%	-2.0%	-1%	0.8%	4%
O=C(CC(=O)c1ccccc1)Nc1ccc2c(c1)OCCO2	-1%	?	20µM*	8%	7%	i	0%	-0.3%	-5%	-1.4%	4%
COC(=O)CSc1nnc(-c2ccco2)n1Cc1ccco1	1%	?	2%	-4%	-6%	i	-1%	0.1%	0%	0.0%	17%
COc1ncc2nc(C)c(=O)n(Cc3ccc(F)cc3)c2n1	-2%	?	0%[11.4 µM]	-29%	34%[activator]	i	-2%	0.1%	4%	-4.9%	?
CCN(CCNC(=O)CC1Oc2ccccc2NC1=O)c1ccccc1 (stereo unspecified)	0%	-12%	-2%	20%	.	.	0%	-0.8%	-3%	-0.6%	-1%
O=C(Nc1cccc(-c2nc3ccccc3[nH]2)c1)c1ccco1	-1%	?	25µM*	-24%	8%	?	1%	-1.7%	5%	-1.9%	9%
Cc1ccc(C)c(N2CCN(C(=O)C3CCN(c4nc(C)cc(C)n4)CC3)CC2)c1	-1%	?	2%	24%	31%[activator]	i	-2%	1.3%	-4%	1.0%	13%
CN(c1ccc(C(=O)Nc2ccccc2C(=O)N2CCCC2)cc1)S(C)(=O)=O	0%	4%	-1%	-25%	-5%	i	1%	-0.5%	-3%	0.5%	3%

Source: PubChem (National Center for Advancing Translational Sciences (NCATS))
